AMA1 RON2 block: inhibitors of Plasmodium falciparum AMA1-RON2 interaction | 360,000 compounds, 0.2% hits | AID 720542 | AlphaScreen AMA1-biotinylated RON2 peptide binding | Potency, µM (titrated, usually from 58.2 µM), without a hit: at the top dose activity change, negative = inhibition, actives largely listed as inhibitors;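 further: potency means the concentration at half of the fitted maximal effect; 0% = vehicle wells and -100% = peptide control; nearly all actives have a fitted effect of over 45% in size; some results filed as inactive show a strong effect at the top dose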
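AMA1 (3D7) with his tag at 25 nM final met compounds first, then biotinylated RON2 peptide at 25 nM; detection used donor plus acceptor beads, 10 µg/mL apiece, read by AlphaScreen after 30 min at room temperature.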
HCV inhibitor: blocks hepatitis C virus | Huh7.5.1 HCVcc-Cre infection, luciferase reporter, 44 h | Potency, µM (doses to about 41.8 µM), inactives show top-dose activity change, negative = inhibition, most hits filed as inhibitors | 340,000 compounds, 3.4% hits; further: potency means the concentration at half of the fitted maximal effect
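Infectious HCV cell culture screen: compound-treated cells (1,000/well, pre-plated 4 h) are infected with HCVcc-Cre at roughly 0.5 moi and grown 44 h. Infection is quantified by luciferase signal after 15 min substrate incubation at room temperature.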
LmPK inh: inhibitors of Leishmania mexicana pyruvate kinase; purified LmPK, Kinase-Glo ATP luminescence, 1 h; Potency, µM (titrated, usually from 57.5 µM), without a hit: top-dose activity change, negative = inhibition, most hits filed as inhibitors; 290,000 compounds, 0.37% hits; AID 1721; further: potency means the concentration at half of the fitted maximal effect
Target sequence (Q27686 whole entry, looked up): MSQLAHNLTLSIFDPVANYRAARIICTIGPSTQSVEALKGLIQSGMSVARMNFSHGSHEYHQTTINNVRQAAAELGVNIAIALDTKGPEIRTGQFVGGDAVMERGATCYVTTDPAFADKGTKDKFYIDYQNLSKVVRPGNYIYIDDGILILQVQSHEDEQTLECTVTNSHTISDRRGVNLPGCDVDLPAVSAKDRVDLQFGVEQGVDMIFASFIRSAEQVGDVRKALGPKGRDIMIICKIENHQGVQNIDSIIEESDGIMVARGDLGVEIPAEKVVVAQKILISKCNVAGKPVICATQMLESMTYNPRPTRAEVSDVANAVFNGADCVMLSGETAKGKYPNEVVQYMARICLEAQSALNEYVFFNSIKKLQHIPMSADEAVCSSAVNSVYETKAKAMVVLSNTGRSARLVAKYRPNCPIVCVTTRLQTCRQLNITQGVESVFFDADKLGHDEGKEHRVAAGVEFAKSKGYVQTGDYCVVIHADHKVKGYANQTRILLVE
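Purified LmPK (0.1 nM) with 0.5 mM PEP and 0.1 mM ADP in imidazole buffer pH 7.2 with MgCl2/KCl, 1 h at room temperature. ATP formed was read by luciferase luminescence and normalized to no-enzyme and uninhibited controls.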
AmpC inh no detg: blocks E. coli AmpC beta-lactamase in detergent-free assay. P00811. AmpC nitrocefin hydrolysis, absorbance 480 nm, 0.0001% Triton. Potency, µM (highest dose often 57.1 µM), for inactives: top-dose activity change, negative = inhibition, usual class: inhibitors. 330,000 compounds, 0.52% hits. AID 485341;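 further: potency means the concentration at half of the fitted maximal effect; plate controls were no compound for no effect and no enzyme for full effect; nearly all actives have a fitted effect of over 20% in size; some results filed as inactive show a strong effect at the top dose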
Target sequence (P00811 whole entry, looked up): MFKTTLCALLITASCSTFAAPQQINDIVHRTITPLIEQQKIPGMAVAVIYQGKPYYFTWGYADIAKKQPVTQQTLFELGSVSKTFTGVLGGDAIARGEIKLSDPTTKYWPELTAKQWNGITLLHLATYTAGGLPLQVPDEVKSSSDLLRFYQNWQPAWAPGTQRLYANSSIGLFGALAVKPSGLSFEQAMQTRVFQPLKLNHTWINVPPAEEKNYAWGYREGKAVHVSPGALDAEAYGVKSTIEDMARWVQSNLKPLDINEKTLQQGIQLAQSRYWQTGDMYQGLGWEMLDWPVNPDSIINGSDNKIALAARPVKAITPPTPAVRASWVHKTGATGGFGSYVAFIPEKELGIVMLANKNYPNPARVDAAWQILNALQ
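20 mM phosphate pH 7.0 + 0.01% (detergent screen) or 0.0001% Triton X-100; 5.3 nM AmpC reagent; cpd preinc 15 min RT; nitrocefin (800 uM stock) to start; A480 q20 s × 4 min; Activity was normalised to no-enzyme and no-compound control wells.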
HCMV inh: blocks human cytomegalovirus replication. activity change, negative = inhibition, % at 57.5 µM. AID 1259415. 410,000 compounds, 4.5% hits. HFF cells, HCMV-luciferase reporter, 72 h; active compounds read low; in the data active means activity change below about -60%; inconclusive means no clear call, values can overlap the other calls; inactive means above about -39%
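Two-dose cell screen: HFF monolayers treated with compounds and infected with luciferase-expressing HCMV at 1 PFU/cell, 72 h at 37C, then lysed for luciferase measurement.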
Tb PYK inh: T. brucei pyruvate kinase inhibition; Potency, µM (titrated, usually from 76.8 µM), for inactives: top-dose activity, negative = inhibition, usual class: inhibitors; AID 624173; TbPYK enzyme, Kinase-Glo Plus ATP luminescence, 45 min; 410,000 compounds, 0.12% hits; further: potency means the concentration at half of the fitted maximal effect; nearly all actives have a fitted effect of over 50% in size
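Luminescent Kinase-Glo Plus end-point after 45 min room-temperature reaction of T. brucei pyruvate kinase started with 130 uM ADP (final). Buffer TEA 50 mM pH 7.2 with KCl, MgCl2, BSA, Tween-20; titration-based qHTS with fitted concentration-effect curves.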
AmpC inh detg: blocks E. coli AmpC beta-lactamase in detergent assay; AmpC hydrolysis of nitrocefin, absorbance 480 nm, 0.01% Triton; Potency, µM (titrated, usually from 114 µM), for inactives: at the highest dose activity change, negative = inhibition, hits mostly inhibitors; 370,000 compounds, 0.041% hits;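 further: potency means the concentration at half of the fitted maximal effect; 0% = no-compound wells and -100% = no-enzyme wells; nearly all actives have a fitted effect of over 25% in size; some results filed as inactive show a strong effect at the top dose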
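20 mM phosphate pH 7.0 + 0.01% (detergent screen) or 0.0001% Triton X-100; 5.3 nM AmpC reagent; cpd preinc 15 min RT; nitrocefin (800 uM stock) to start; A480 q20 s × 4 min; Activity was normalised to no-enzyme and no-compound control wells.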
* = called active by the depositor; ? = inconclusive; . = no result given; [ ] = another dose, or the depositor's remark. Unless noted, the call rests on the fitted dose curve; in most records, active means well fitted curve in the direction sought with a large enough effect; inconclusive means small, poorly fitted or top-dose-only effect, or another doubt; inactive means no such curve, though single readings can be large; an effect the other way counts as inactive or inconclusive. Unless noted, on the % scale 0 is the no-effect control and ±100 the full control effect. Random draw from the library, and some 7.5% of all compounds hit somewhere here.

SMILES	AMA1 RON2 block	HCV inhibitor	LmPK inh	AmpC inh no detg	HCMV inh	Tb PYK inh	AmpC inh detg
O=C(N/N=C/c1cccc2ccccc12)c1ccncc1	17.0%	8.4%	-5.1%	-12.1%	37.0	0.5%	?
O=C(Nc1ccc(Cl)cc1Cl)c1ccc(Br)o1	-5.5%	14.9%	-4.9%	-26.7%	131.4	-7.7%	-10.9%
CCn1nc(C)c(CN2CCc3c([nH]c4ccccc34)C2C(C)(C)C)c1C (stereo not drawn)	-1.6%	-7.2%	-1.3%	103.6%[activator]	-4.9	-1.2%	-6.1%
O=C(N/N=C/c1ccccc1F)c1ccc(COc2ccccc2Cl)o1	-9.2%	-23.5%	2.9%	-29.6%	-29.1	5.0%	?
O=C(Nc1ccc(F)cc1)Nc1ccc2snnc2c1	.	.	.	.	-75.1*	-1.5%	-1.3%
CCN1C(=O)[C@H]2[C@@H](c3ccc(C)cc3)N3C(=O)N(c4cccc(C)c4)C(=O)[C@@]3(Cc3ccccc3)[C@H]2C1=O	0.8%	?	-0.9%	141.6%[activator]	-4.9	-2.4%	?
CCOC(=O)c1[nH]c(C)c(C(=O)NCCN2CCOCC2)c1C	3.4%	14.0%	2.7%	-20.1%	-2.0	-4.1%	-12.5%
CC(OC(=O)c1cc(-c2cccnc2)nc2ccccc12)C(=O)Nc1ccc2ccccc2c1 (stereo not drawn)	-21.2%	21.8%	3.4%	78.2%[activator]	-6.0	-1.2%	?
CC(=O)N1CCc2cc(Br)cc(S(=O)(=O)N3CCC(C)CC3)c21	.	.	.	.	9.9	-2.4%	-7.8%
CC(=O)c1cccc(NC(=O)C(C)OC(=O)CCC2CCCCC2)c1 (stereo not drawn)	14.5%	30.7%[activator]	.	-2.6%	16.2	-2.3%	-20.4%
Cc1sc2nc(C)n(/N=C/c3ccccc3)c(=O)c2c1C	-7.0%	-23.9%	-2.5%	-15.3%	-35.4	.	?
COc1ccc(CN2C(=O)CCCc3ccccc32)cc1	-21.4%	-3.7%	2.4%	-9.7%	-4.6	-2.7%	2.2%
CCC1(CC)NC(=O)N(CC(=O)OCC(=O)Nc2ccccc2[N+](=O)[O-])C1=O	3.5%	-5.3%	3.5%	-17.6%	14.9	4.5%	0.4%
Cc1ccc(C(=O)n2cnnc2N)cc1C	5.7%	17.3%	-2.8%	-18.9%	31.6	.	-1.9%
Cc1cc(=O)oc(C)c1C(=O)NCC1COc2ccccc2O1 (stereo not drawn)	-10.4%	.	-3.7%	0.4%	-18.3	-0.6%	1.4%
COc1ccc(C(=O)NCc2ncccc2C)cc1OC1CCN(C(C)=O)CC1	11.3%	.	6.6%	-1.9%	28.4	-5.4%	7.2%
CC(NC(=O)Cc1ccc(NS(=O)(=O)c2cccc(C(F)(F)F)c2)cc1)c1ccccn1 (stereo not drawn)	-6.8%	?	-2.8%	1.8%	-27.9	-1.0%	-7.5%
O=C(CNC(=O)c1ccccc1)OCC(=O)N1N=C(c2ccc(Cl)cc2)CC1c1ccco1 (stereo not drawn)	-9.9%	23.2%	0.3%	-2.9%	4.9	3.4%	6.2%
O=C1CC(c2c(F)cccc2Cl)c2c(ccc3ccccc23)N1 (stereo not drawn)	.	.	.	.	-15.3	6.4%	9.8%
Cc1cccc(C)c1NC(=O)CNC(=O)Cc1ccc(Br)cc1	0.0%	-2.2%	3.2%	-41.6%	-36.7	7.7%	-14.5%
CCOC(=O)c1cnc(SCC(=O)Nc2ccc(N3CCOCC3)cc2)nc1N	.	.	-6.8%	-3.2%	.	.	?
Cc1cccnc1NC(=O)Nc1cccc(F)c1	3.3%	.	.	.	48.6	-5.6%	.
COc1cccc(Cn2nnc(C(=O)Nc3cc(Cl)ccc3OC)c2N)c1	1.3%	?	0.5%	-26.3%	-32.8	-2.6%	?
O=C(Nc1ccccc1Cl)c1cc(C2CCCCN2C(=O)c2cccs2)on1 (stereo not drawn)	-12.5%	.	.	.	3.0	1.6%	.
Nc1nc(-c2ccco2)nn1S(=O)(=O)c1ccc(Cl)cc1	2.6%	25.7%	2.0%	-2.5%	7.2	5.0%	6.6%
O=C1NC(=Nc2ccc(O)cc2)S/C1=C/c1ccco1	1.9%	?	4.6%	10µM*	-1.1	-14.6%	0.5%
Cc1nc(C)c(C(=O)OCC(=O)Nc2ccc(C)c(C)c2)s1	2.0%	.	.	.	-22.5	-6.2%	.
CCOC(=O)C1CCCN(C(=O)c2ccc(C)c(S(=O)(=O)N3CCCCC3)c2)C1 (stereo not drawn)	0.0%	21.1%	.	31.2%	4.9	0.6%	-5.1%
O=C(Nc1ccc2c(c1)OCO2)c1cccc(F)c1	-9.8%	-25.4%	?	.	31.7	-3.7%	-5.3%
Cc1ccc(NC(=S)NCC(O)c2ccccc2)c(C)c1 (stereo not drawn)	1.9%	6.6%	3.3%	-43.3%	-27.8	-7.3%	?
CN/C(=C/[N+](=O)[O-])NCCSCc1csc(CN(C)C)n1	-4.1%	-7.2%	.	.	-0.9	2.3%	.
C[C@H](NC(=O)c1ccco1)C(=O)Nc1cccc([N+](=O)[O-])c1	13.5%	13.5%	-0.4%	-5.9%[11.4 µM]	-4.6	-0.3%	-12.0%
O=C(COC(=O)c1cc(Br)ccc1O)NC1CCCCCC1	19.4%	20.3%	.	-4.4%	-27.0	2.1%	?
Cc1cccc(N2CCN(Cc3ccoc3)CC2)c1C	-13.7%	6.4%	6.1%	-5.1%	55.9	2.0%	?
COc1ccc(S(=O)(=O)N2CCN(CC(=O)NC3CC3)CC2)cc1	1.8%	11.7%	-3.4%	4.1%	3.2	1.8%	-12.5%
Cc1cc(C)nc(NNC2=CC(=[N+]3CCCC3)CCC2)n1	5.8%	15.9%	-3.8%	-0.8%	-4.2	-10.8%	-1.5%
OCCC1CN(CC(c2ccccc2)c2ccccc2)CCN1C1CCCC1 (stereo not drawn)	-16.8%	?	-1.3%	34.1%	-31.6	-1.8%	-0.7%
N#Cc1c(SCC(N)=O)nc(-c2ccccc2)c2c1CCCC2	1.1%	-25.6%	3.0%	-17.8%	?	-6.3%	-19.1%
CCOc1cc(N2CCOCC2)c(OCC)cc1NC(=O)CSc1n[nH]c(N)n1	-1.8%	10.0%	-0.7%	-10.4%	-9.3	2.5%	4.0%
COC(=O)c1sc2ncn(CC(=O)N(C)C3CCCCC3)c(=O)c2c1C	2.4%	17.9%	-6.1%	-9.3%	-15.2	1.0%	-1.2%

Random excerpt: 3 records from the list.
SMILES	AMA1 RON2 block	HCV inhibitor	LmPK inh	AmpC inh no detg	HCMV inh	Tb PYK inh	AmpC inh detg
O=C(CNC(=O)c1ccccc1)OCC(=O)N1N=C(c2ccc(Cl)cc2)CC1c1ccco1 (stereo not drawn)	-9.9%	23.2%	0.3%	-2.9%	4.9	3.4%	6.2%
CCOC(=O)C1CCCN(C(=O)c2ccc(C)c(S(=O)(=O)N3CCCCC3)c2)C1 (stereo not drawn)	0.0%	21.1%	.	31.2%	4.9	0.6%	-5.1%
CCOC(=O)c1[nH]c(C)c(C(=O)NCCN2CCOCC2)c1C	3.4%	14.0%	2.7%	-20.1%	-2.0	-4.1%	-12.5%

Continued:
SMILES	AMA1 RON2 block	HCV inhibitor	LmPK inh	AmpC inh no detg	HCMV inh	Tb PYK inh	AmpC inh detg
CCOC(=O)c1ccccc1NC(=O)c1ccc2c(Cl)c3c(nc2c1)CCC3	.	.	.	.	22.0	6.1%	16.5%
CCOc1ccc(N(CC(=O)OC)S(=O)(=O)c2ccc(OC)c(OC)c2)cc1	-5.5%	9.3%	6.1%	47.4%	2.9	-28.3%	2.0%
Cc1ccnc(NS(=O)(=O)c2ccc(NC(=O)c3ccc(C)c(C)c3)cc2)n1	.	.	.	.	29.2	2.7%	-1.3%
COc1ccc(C(=O)O/N=C/c2ccc(S(=O)(=O)c3ccc(Cl)cc3)nc2)cc1	-7.5%	19.3%	.	.	0.0	-8.1%	.
COc1cc(OC)cc(C(=O)Nc2nnc(Cc3ccc(OC)c(OC)c3)s2)c1	-8.7%	?	-7.4%	37.1%	46.9	-3.6%	4.0%
COc1ccccc1NC(=O)c1ccc(S(=O)(=O)N2CCCC(C)C2)cc1 (stereo not drawn)	1.2%	?	-8.2%	-13.5%	-63.5*	-23.0%	-10.5%
O=C(CNC(=O)c1cccc(Br)c1)N/N=C/c1ccc[nH]1	8.4%	3.16µM*	6.5%	-17.6%	?	3.7%	?
COC(=O)[C@@]1(Cc2ccc(F)cc2)[C@H]2c3cc(C(=O)N4CCCC4)n(Cc4ccc(C(F)(F)F)nc4)c3C[C@H]2CN1C(=O)c1ccccc1	0.1%	?	2.4%	249.2%[activator]	5.1	1.4%	?
O=C(NCCn1ccc2ccccc21)c1ccc(S(=O)(=O)N2CCOCC2)cc1	-0.7%	0.2%	0.2%	-0.6%	-8.2	0.6%	?
COc1cccc(NC(=O)c2ccc3nc(C)sc3c2)c1	1.7%	-9.5%	-4.9%	-32.0%	50.5	-14.5%	-6.6%
O=C(c1cc(-c2ccccc2)nc2ccccc12)N1CCN(c2ccccn2)CC1	-3.3%	0.5%	4.6%	48.2%	-2.4	6.7%	-3.0%
COc1ccccc1N1CCN(C(=O)c2oc3ccccc3c2NC(=O)C(C)Oc2ccccc2)CC1 (stereo not drawn)	.	.	.	.	17.9	-2.7%	4.0%
CC1(C)Oc2cc3oc(C(=O)O)cc(=O)c3cc2-c2ccccc21	2.8%	.	.	.	30.2	-8.6%	.
Cn1c(=O)c2c3c(sc2n2c(SCc4ccc5c(c4)OCO5)nnc12)COC(C)(C)C3	.	.	8.2%	-6.6%	.	.	?
COc1ccc(NCC(=O)Nc2c(C)cccc2C)cc1S(=O)(=O)N1CCOCC1	?	.	.	.	1.5	5.1%	.
CC1(C(=O)NCc2ccccc2Br)CCN1Cc1c(F)cccc1F (stereo not drawn)	1.6%	.	.	.	-61.1*	-0.2%	.
COc1cc2c(C)nc3onc(-c4ccccc4)c3c2cc1OC	14.2%	?	2.0%	-18.4%	-25.0	-2.8%	8.1%
CC1CCc2nn(CC(=O)NCc3ccc4c(c3)OCO4)cc2C1 (stereo not drawn)	-8.9%	10.5%	1.9%	-11.8%	7.7	-1.4%	?
Cc1ccc(NC(=O)CCNS(=O)(=O)c2ccccc2)cc1S(=O)(=O)N1CCOCC1	-14.0%	15.7%	.	-3.5%	-24.2	-9.5%	-2.9%

Compound activity as filed in PubChem BioAssay.
